Screens as filed in PubChem BioAssay.
NPR2 activator – GC-B (human) receptor activation; activation, % at 10 µM; HEK293-GC-B cells, CNP EC30, cGMP TR-FRET; 0% at EC30 CNP, 100% saturating CNP; AID 1920062; P20594; 370,000 tested, 0.11% active;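 active = activation at 10 µM reaching about 35% in either raw or pattern-adjusted values, limit read from the data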
NPR1 activator – GC-A (human) enzyme activation | P16066 | HEK293 GC-A cells, cGMP TR-FRET, EC30 ANP; 0% at EC30 ANP, 100% saturating ANP | activation, % at 10 µM | 370,000 tested, 0.14% active; in the data active = activation above about 40%
rCAG binder – binds r(CAG) RNA repeats; AID 651821; inhibition, % at 3 µM; r(CAG) RNA repeat, TO-PRO-1 dye displacement fluorescence; 370,000 tested, 1.3% active;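 active = inhibition above the plate cutoff, the mean of all test compounds on that plate plus 3 SD, cut at about 35% in these data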;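 note: 0% = DMSO alone and 100% = 100 µM mitoxantrone as full dye displacement; higher means more dye released from RNA so lower well fluorescence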
ARFGAP1 inh – inhibits rat ARF GTPase activating protein 1. Q62848. Arfgap1-stimulated ARF1 GTP hydrolysis, GDP FP detection. inhibition, % at 16.5 µM. 360,000 tested, 0.26% active. AID 651572;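 active = inhibition above a per-plate limit, mean inhibition of low control wells plus 3 SD, cut at about 25% in these data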;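 note: 0% = DMSO wells with enzyme and 100% = wells lacking Arfgap1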
Target sequence (Q62848 1-136 limits assumed): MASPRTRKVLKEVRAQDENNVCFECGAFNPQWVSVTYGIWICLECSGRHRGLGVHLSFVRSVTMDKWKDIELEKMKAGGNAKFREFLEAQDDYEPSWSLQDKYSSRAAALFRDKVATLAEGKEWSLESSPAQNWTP
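Repeats: one replicate per compound; assay system: rat Arfgap1 catalytic domain, aa 1-136; times: enzyme reaction 120 min at 25 °C after 20 min preincubation; detection: FP of antibody-bound GDP Alexa 633 tracer, ex 620/em 688 nm; benchmarks: high control wells lacking Arfgap1, low control full reaction with DMSO; reagent: human ARF1(Δ1-17)-GTP substrate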
SMARCA2 activ – activators of SMARCA2 function | activation, % at 9.1 µM | MG213 cells, MMTV-luciferase reporter, dexamethasone, overnight | 370,000 tested, 1% active; in the data active = activation above about 7.8%;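 note: 0% = vehicle wells and 100% = reference activator wells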
PG9 binder – binds the HIV-1 gp120 antibody PG9. TR-FRET gp120-PG9 antibody binding. inhibition, % at 6.7 µM. 360,000 tested, 0.43% active; in the data active = inhibition above about 8.5%
Rev-erbA mod – modulates human Rev-erb alpha binding to DNA | P20393 | Rev-erbα–FITC-DNA binding, fluorescence polarization, 90 min | activity, % at 10 µM | 370,000 tested, 0.79% active;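 active = activity above about 14%, limit read from the data; passing the limit was not always enough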;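 note: 0% = DMSO wells with 35 nM protein and 100% = DMSO wells with 750 nM protein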
Target sequence (P20393 whole entry, looked up): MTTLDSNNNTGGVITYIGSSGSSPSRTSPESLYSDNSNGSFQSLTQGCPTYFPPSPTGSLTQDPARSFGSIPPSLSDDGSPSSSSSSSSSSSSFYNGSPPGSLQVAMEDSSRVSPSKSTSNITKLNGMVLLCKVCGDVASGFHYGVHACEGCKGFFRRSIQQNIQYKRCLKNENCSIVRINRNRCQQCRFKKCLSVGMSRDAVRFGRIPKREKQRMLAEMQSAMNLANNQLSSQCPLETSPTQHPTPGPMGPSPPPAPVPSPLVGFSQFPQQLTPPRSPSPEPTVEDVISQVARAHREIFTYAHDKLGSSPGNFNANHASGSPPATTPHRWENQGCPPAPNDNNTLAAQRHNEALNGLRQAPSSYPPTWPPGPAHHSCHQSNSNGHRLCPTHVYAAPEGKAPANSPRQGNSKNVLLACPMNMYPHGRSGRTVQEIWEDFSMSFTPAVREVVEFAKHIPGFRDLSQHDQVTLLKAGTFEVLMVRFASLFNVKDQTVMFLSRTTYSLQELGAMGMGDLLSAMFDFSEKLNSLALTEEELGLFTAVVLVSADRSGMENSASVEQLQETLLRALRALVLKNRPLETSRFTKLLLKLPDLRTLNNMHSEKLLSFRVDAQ
HTRA1 inh – HTRA1 (human) protease inhibition; Q92743; recombinant HTRA1, FP-rhodamine activity-based probe, fluorescence polarization; inhibition, % at 5.96 µM; 340,000 tested, 0.5% active; in the data active = inhibition above about 36%;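 note: 0% = enzyme with DMSO and 100% = wells lacking enzyme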
ASAP1 inh – blocks human ASAP1-stimulated Arf1 GTP hydrolysis. Q9ULH1. GDP FP detection. inhibition, % at 16.5 µM. 360,000 tested, 0.19% active. AID 624377; in the data active = inhibition above about 25%;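 note: 0% = vehicle with enzyme and substrate and 100% = no enzyme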
mABHD4 FP – inhibitors of mouse ABHD4; 370,000 tested, 0.54% active; purified mABHD4, FP-Rh probe fluorescence polarization; inhibition, % at 8.92 µM;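 active = inhibition exceeding the mean over every tested compound plus 3 SD, cut at about 30% in these data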;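 note: 0% = plate median of compound wells and 100% = S159A mutant with DMSO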
Target sequence (Q8VD66 whole entry, looked up): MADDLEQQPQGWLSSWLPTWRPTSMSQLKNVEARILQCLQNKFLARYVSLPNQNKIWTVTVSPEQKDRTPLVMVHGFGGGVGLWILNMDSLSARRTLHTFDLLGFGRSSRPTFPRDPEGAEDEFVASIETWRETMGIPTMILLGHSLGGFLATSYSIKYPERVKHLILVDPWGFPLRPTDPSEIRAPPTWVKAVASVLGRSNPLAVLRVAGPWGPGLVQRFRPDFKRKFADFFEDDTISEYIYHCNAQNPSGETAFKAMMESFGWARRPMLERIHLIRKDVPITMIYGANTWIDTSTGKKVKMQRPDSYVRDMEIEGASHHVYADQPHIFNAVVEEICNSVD
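System: mouse ABHD4 enzyme, wild type / Medium: HEPES pH 7.0, NaCl, Pluronic buffer / Reagent: FP-Rh activity-based fluorescent probe / Control set: S159A mutant high control, sample median low control / Detection: fluorescence polarization with parallel and perpendicular emission, 525/598 nm / Schedule: 45 min + 60 min at 25 °C / Compound dosing: 8.92 µM, single dose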
The depositor's hits bear a star; · = no result given.

The opening four compounds as a preview:
SMILES	NPR2 activator	NPR1 activator	rCAG binder	ARFGAP1 inh	SMARCA2 activ	PG9 binder	Rev-erbA mod	HTRA1 inh	ASAP1 inh	mABHD4 FP
O=C(c1cnn2ccccc12)N1CCCc2ccccc21	-2	-3	1	1	6	-1.5	5	-5	5	1
Cc1ccc(C(CNC(=O)Nc2ccc(Cl)cc2)N2CCN(C)CC2)cc1 (centres undefined)	-5	-1	-2	1	2	-2.2	2	-1	-11	1
O=c1[nH]nc(N2CCOCC2)c(=O)[nH]1	5	1	3	9	5	-2.8	-6	7	-5	2
NC(=O)C1CCN(C(=O)C2CC(=O)N(Cc3ccccc3)C2)CC1 (centres undefined)	0	0	1	5	-1	1.2	-1	2	5	7

This part in full, repeating the preview:
SMILES	NPR2 activator	NPR1 activator	rCAG binder	ARFGAP1 inh	SMARCA2 activ	PG9 binder	Rev-erbA mod	HTRA1 inh	ASAP1 inh	mABHD4 FP
O=C(c1cnn2ccccc12)N1CCCc2ccccc21	-2	-3	1	1	6	-1.5	5	-5	5	1
Cc1ccc(C(CNC(=O)Nc2ccc(Cl)cc2)N2CCN(C)CC2)cc1 (centres undefined)	-5	-1	-2	1	2	-2.2	2	-1	-11	1
O=c1[nH]nc(N2CCOCC2)c(=O)[nH]1	5	1	3	9	5	-2.8	-6	7	-5	2
NC(=O)C1CCN(C(=O)C2CC(=O)N(Cc3ccccc3)C2)CC1 (centres undefined)	0	0	1	5	-1	1.2	-1	2	5	7
CC(=O)c1ccc2c(c1)OCCOCCOCCO2	4	-2	0	-3	-3	-1.3	1	-3	-5	6
CC[C@H](C)[C@@H]1NC(=O)c2cc([N+](=O)[O-])cc(F)c2NCCCC[C@@H](C(N)=O)NC(=O)[C@H](CCCCN)NC1=O	4	1	15	-7	-1	-2.9	0	9	-5	2
C#CCOCCOCCOCCNc1nc(N2CCN(C(=O)[C@H]([C@@H](C)O)n3cc(CCCCN)nn3)CC2)nc(N2CCN(C(=O)[C@H]([C@@H](C)CC)n3cc(CCCN=C(N)N)nn3)CC2)n1	3	1	9	17	-2	1.5	-3	10	15	-5
CCCn1cc([C@@H]2C[C@H]3CN(Cc4cccc(Cl)c4)C(=O)[C@]34CCCN24)c(C)n1	5	1	-8	1	-2	-1.2	1	-1	13	-4
O=C(NCCCn1ccnc1)c1cccc(S(=O)(=O)N2CCCCCC2)c1	-2	0	-2	-1	3	1.0	3	-6	3	8
Cn1c2ccccc2c2c(C(=O)NCCCN3CCCC3=O)cn(C3CCCCC3)c(=O)c21	-11	-9	-4	-3	-1	1.9	0	2	8	-3
O=C(O)CC(CC(=O)N1CCN(C(=O)c2ccco2)CC1)c1ccccc1 (centres undefined)	3	3	1	-1	-2	1.8	1	1	-14	5
O=Cc1cn(CCOc2ccccc2)c2ccccc12	-5	-7	-2	0	2	-0.6	-1	-6	2	-4
CC(C)C(=O)NC(=S)Nc1c(Cl)ccc2nsnc12	0	-6	-2	5	-4	-1.0	5	3	-14	-5
Cn1c(CN2CCN(c3ccc(Cl)cc3)CC2)nc2ccccc21	-1	-3	-9	-2	-1	-0.8	2	-7	-4	4
COc1cc(/C=N\NC(=O)c2ccc(C)nc2)ccc1OC(=O)c1ccco1	-6	-1	-3	6	1	0.5	2	2	0	-7
CN(C(=O)c1ccc(NC(=O)Cc2ccc(NC(=O)C3CCN(C(=O)C4CCCC4)CC3)cc2)cc1)C1CC1	4	4	-2	-7	0	0.6	-8	-6	6	3
Clc1ccc(Cn2ncc3c(N4CCCC4)ncnc32)cc1	3	3	-9	1	0	0.9	4	-11	2	11
CCOC(=O)[C@@H]1[C@H]2COc3cc(OC)ccc3[C@H]2N2C(=O)N(c3ccc(F)cc3)C(=O)[C@@]12C	-1	-3	-3	-1	0	-0.6	-2	-6	-8	-1
O=C(OCc1cc([N+](=O)[O-])cc2c1OCOC2)c1ccc2ccccc2n1	-2	0	2	6	-2	-0.3	2	4	-13	-5
c1ccc(COC2CCCN(Cc3nc(Cc4ccccc4)no3)C2)cc1 (centres undefined)	-3	1	-6	12	2	-0.3	1	-7	8	1
O=S1(=O)CCC(N=Cc2ccc(-c3ccc(Cl)cc3)o2)C1 (centres undefined)	-6	14	2	-8	-1	-2.3	3	-27	-5	-5
CCN1CCN(c2cc(C)c3cc(NC(=S)N4CCC5(CC4)OCCO5)ccc3n2)CC1	-7	-2	-1	3	-2	-0.8	2	3	-3	-1
Cc1cc(C)n(C(=O)c2cc3ccccc3c(=O)o2)n1	-10	11	0	-4	-1	0.5	2	4	-3	-3
CCn1c(Cn2nnc(-c3ccccc3)n2)nnc1SCC(=O)Nc1ccccc1	-2	-4	-4	0	4	0.9	6	5	-2	2
CC(=O)c1ccc(NC(=O)COC(=O)/C=C/c2cccs2)cc1	-2	-4	4	-14	-3	2.1	-5	-8	9	-4
O=[N+]([O-])c1ccccc1S(=O)(=O)N1CCN(CC2CC=CCC2)CC1 (centres undefined)	2	-1	-5	5	-3	-1.2	4	2	-12	4
COc1c2c(cc3oc(C)cc(=O)c13)OC(C(C)(C)OC1OC(CO)C(O)C(O)C1O)C2 (centres undefined)	1	0	-1	-9	-1	0.0	-4	3	-3	2
COc1cccc(Nc2nnc(SCC(=O)N3CC(=O)Nc4ccccc43)s2)c1	-4	0	2	9	-2	0.1	-2	-2	-6	-3
COc1cccc(Cn2c(OCC3CCCO3)nc3c2c(=O)n(C)c(=O)n3C)c1 (centres undefined)	6	-6	-8	-11	-3	0.9	-5	2	7	-1
Cc1cccc(C)c1OCc1nnc(SCC(=O)Nc2nccs2)o1	-1	-2	5	-9	-1	-3.2	3	-2	-13	13
COc1cc(CNCCCN2CCOCC2)cc(Cl)c1OCC(=O)NC(C)(C)C	-6	3	-11	-10	-4	0.1	3	1	-9	2
CN(C)C1CCCCC=CC(=O)NC1 (centres undefined)	3	2	0	0	-1	2.5	-5	4	-4	-1
CC(=O)Nc1ccc(NC(=O)c2nc(S(=O)(=O)Cc3cccc(C)c3)ncc2Cl)cc1	11	14	7	7	-8	2.3	8	1	-11	0
Fc1cccc(Cl)c1CNCc1ccccc1Cl	1	0	1	-3	2	0.5	-1	1	1	8
C=CCn1c(SCc2csc(C)n2)nc2sc3c(c2c1=O)CCC(C)C3 (centres undefined)	-1	2	0	-6	-2	1.7	-4	-3	11	-1
COC(=O)C1=C(C)N(Cc2ccc(Cl)cc2)C(=S)NC1c1ccc(F)cc1 (centres undefined)	-5	-1	5	2	-4	-4.2	4	·	2	-11
Cc1nn(C)c(C)c1S(=O)(=O)N(CC(=O)N1CCc2ccccc2C1)c1ccc(C(C)C)cc1	-7	1	2	4	-6	-0.9	4	4	1	2
Cc1ccc(NC(=O)CCC(=O)N/N=C/C=C/c2ccccc2)cc1	-3	3	0	9	-2	0.3	-6	2	2	0
O=c1c2cc(N3CCOCC3)ccc2[nH]c(=S)n1Cc1ccccn1	-5	-2	-3	-9	2	-1.6	3	5	-7	4
CCOC(=O)c1ccc(NC(=O)C2CCCN(c3cnccn3)C2)cc1 (centres undefined)	-3	-1	-3	8	3	-0.2	-5	1	-11	2
CC(C)OC(=O)CSc1nnnn1-c1ccc2c(c1)OCCO2	-2	3	-7	-4	1	2.9	4	3	-2	-1
COc1ccc(C(=O)NCc2cccnc2)cc1S(=O)(=O)N1CCCc2ccccc21	2	-4	-3	-4	0	-0.9	3	4	-1	-10
CCNC(=O)COc1ccc(CC)cc1	1	4	0	3	8.1*	0.1	5	1	-1	-4
Cc1ccc2cc(CN(Cc3cccs3)Cc3nnnn3CC3CCCO3)c(=O)[nH]c2c1C (centres undefined)	6	2	-2	-4	0	-1.3	5	-28	-4	0
O=C(NCC1COCCO1)c1cc(COc2c(F)cccc2F)on1 (centres undefined)	2	0	-6	2	-2	0.5	-7	-1	9	1
S=C(Nc1ccc(Br)cc1Cl)N1CCCC1	6	0	0	-4	5	0.9	-3	0	5	1
O=C(COC(=O)c1cncc(Br)c1)NCc1ccc(Cl)cc1	3	3	-1	6	5	-1.7	15	1	11	-2
CCOC(=O)C1CCCN(C(=O)CCc2ccccc2)C1 (centres undefined)	2	-2	-1	3	-5	0.2	-1	10	22	11
O=C(O)c1ccc(/C=N/Nc2ccc(Cl)nn2)cc1	7	-1	-2	1	-3	0.2	5	10	-7	1
COc1cccc(N(Cc2nnc3n2CCCCC3)C(=O)Nc2ccccc2)c1	-1	1	0	16	-2	-1.2	-2	5	6	-1
COc1ccc(C2OC(CCc3ccccc3)CC3=C2C(=O)OC(C)(C)O3)cc1 (centres undefined)	-4	0	-1	-2	-3	-0.5	1	·	-13	-13
Cc1cc(C)cc(OC(=O)CCN2C(=O)C3C4C=CC(C5CC45)C3C2=O)c1 (centres undefined)	-1	-5	-4	3	-1	2.9	2	-5	-5	-2
Cc1cc(C)c(S(=O)(=O)N2CCN(C(=O)c3ccc(-n4cncn4)c([N+](=O)[O-])c3)CC2)c(C)c1	-3	1	-4	8	-2	-1.5	-4	-4	3	5
CCC(=O)Nc1nnc(S(=O)(=O)N2c3ccccc3CC2C)s1 (centres undefined)	1	4	2	13	-3	-0.7	-6	9	-10	-1
COc1ccccc1CC(NC(C)=O)C(=O)NC1CCN(C(=O)c2cccc(Cl)c2)CC1 (centres undefined)	2	-2	-6	-7	-4	1.1	1	2	8	6
O=C(O)CCC(=O)N1CCCC1	-2	2	0	1	-1	-0.7	-2	6	0	-1
CC(=O)/C(=C(/O)c1ccccc1)c1nc2ccccc2[nH]1	4	-2	1	-3	0	-0.8	-5	3	-8	7
O=C(Cc1ccccc1F)NNC(=O)c1ccncc1	-1	2	-1	2	1	-1.7	2	3	-7	4
Cc1ccc(Cn2cc(CN3[C@@H](C)COc4cc(Br)ccc4S3(=O)=O)nn2)cc1	-1	-5	4	·	-6	·	6	·	·	-4
CC(=O)Cc1cc(O)c2ccccc2c1OC(=O)c1ccccc1	-6	-6	3	-9	-1	-1.9	11	-6	-4	0
Later entries.
SMILES	NPR2 activator	NPR1 activator	rCAG binder	ARFGAP1 inh	SMARCA2 activ	PG9 binder	Rev-erbA mod	HTRA1 inh	ASAP1 inh	mABHD4 FP
Cc1ccc(-c2ncns2)cc1	5	-2	-1	-2	2	-2.0	2	6	-9	4
Cc1ccc(C(=O)NCC(c2ccco2)N2CCc3ccccc32)cc1C (centres undefined)	-2	1	2	-3	-3	-1.8	0	-16	-1	-1
O=c1c(C=NCc2ccccc2)c(NCc2ccccc2)nc2ccccn12	0	-7	-2	-3	2	-0.6	-2	-6	3	-6
Cc1cccc2[nH]c(SCC(=O)N3CCOCC3)nc12	6	2	1	-4	-1	-4.3	1	4	10	0

Whole records, looked up by structure.
Cc1ccc(-c2ncns2)cc1 across the screens: NPR2 activator = 5; NPR1 activator = -2; rCAG binder = -1; ARFGAP1 inh = -2; SMARCA2 activ = 2; PG9 binder = -2.0; Rev-erbA mod = 2; HTRA1 inh = 6; ASAP1 inh = -9; mABHD4 FP = 4
Cc1ccc(C(=O)NCC(c2ccco2)N2CCc3ccccc32)cc1C (centres undefined) across the screens: NPR2 activator = -2; NPR1 activator = 1; rCAG binder = 2; ARFGAP1 inh = -3; SMARCA2 activ = -3; PG9 binder = -1.8; Rev-erbA mod = 0; HTRA1 inh = -16; ASAP1 inh = -1; mABHD4 FP = -1
